# High-throughput results: PubChem, several laboratories
# Runt-SMMHC FRET = inhibitors of RUNX1 Runt–CBFb-SMMHC binding, primary screen, biochemical, FRET, Cerulean-Runt, Venus-CBFb-SMMHC, uHTS. Cerulean-Runt/Venus-CBFb-SMMHC FRET ratio 530/480, 1 h. inhibition, % at 20 µM. 220,000 tested, 0.74% active. AID 1434, 2008;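 active = mean inhibition across duplicate retests at 20 µM reaching about 50%, limit read from the data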;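 note: 0% = DMSO wells and 100% = wells with excess untagged CBFb-SMMHC; inhibitors lower the FRET ratio by blocking Runt binding to CBFb-SMMHC; some results filed as inactive read as strong as hits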
# Wee1 stabilizer = Wee1 degradation inhibitors, primary screen, cell-based, HeLa, Wee1K328M-luciferase, luminescence. Wee1-like protein kinase (Homo sapiens), P30291. HeLa Luc-Wee1K328M stability; 100% = proteasome inhibitor MG132 effect. reporter increase, % at 5 µM. 220,000 tested, 1.2% active. AID 1321, 2008;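 active = activation above the mean of all tested compounds plus 3 SD, set per screening run, cut at about 8.8% in these data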;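 note: cells exposed to compound for 20 h before luminescence read; 0% = DMSO alone and 100% = MG132 at 30 µM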
# Runt-CBFb FRET = inhibitors of RUNX1 Runt–CBFb binding, primary screen, biochemical, FRET, Cerulean-Runt, Venus-CBFb, uHTS | AID 1496, 2009 | 220,000 tested, 0.46% active | Cerulean-Runt/Venus-CBFb FRET ratio 530/480, 1 h | inhibition, % at 20 µM | Runt-related transcription factor 1 (Homo sapiens) + Core-binding factor subunit beta …;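 active = inhibition over about 50% at 20 µM in the single-dose screen, limit read from the data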;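 note: 0% = DMSO wells and 100% = excess unlabeled CBFb competitor control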
#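 Reagent – Venus-CBFb binding partner, 100 nM · Assay system – Cerulean-tagged RUNX1 Runt domain (FRET donor) fusion protein · Input – 100 nM per protein · Incubation – two 1 h room-temperature incubations shielded from light · Measured by – FRET fluorescence · Medium – Tris buffer pH 7.5 with salts and BSA · Benchmarks – unlabeled CBFb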
# Hck-Nef inh = inhibitors of Nef-activated human Hck kinase, primary screen, biochemical, Z-Lyte FRET, 384-well, Hck-YEEI. Recombinant Hck-YEEI plus Nef, Z-Lyte FRET kinase assay. inhibition, % at 20 µM. AID 463187, 2010. Tyrosine-protein kinase HCK (Homo sapiens), P08631. 220,000 tested, 0.68% active;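 active = Hck-Nef kinase inhibition above about 50%, limit read from the data; inactive = inhibition below that limit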;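 note: 0% = DMSO with Hck plus Nef and 100% = Hck alone without Nef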
# An asterisk follows results filed as active; x = not tested or not shown.
SMILES,Runt-SMMHC FRET,Wee1 stabilizer,Runt-CBFb FRET,Hck-Nef inh
O=C(Nc1cccc(Cl)c1)c1c(O)c2c(n(Cc3ccco3)c1=O)CCCC2,-1,x,3,x
CC1C(c2cccs2)=[N+]([O-])C(C)(C(=O)c2ccc(F)cc2)N1O (stereo not given),x,2,x,1
COc1ccc(N2CCN(CCCN)CC2)cc1,x,4,x,0
CCOC(=O)c1c(-n2c(C)cc(/C=C3/C(=O)NC(=O)N(CC)C3=O)c2C)sc2c1CCCC2,x,1,x,2
Cc1cc(/C=C2/C(=O)NC(=O)N(c3ccccc3)C2=O)c(C)n1-c1ccc(F)cc1,x,2,x,25
O=C(c1ccc2nc3ccc(Cl)cc3c(=O)n2c1)N1CCC2(CC1)OCCO2,x,-2,x,2

# Pulled one by one from the entries so far (3):
SMILES,Runt-SMMHC FRET,Wee1 stabilizer,Runt-CBFb FRET,Hck-Nef inh
CC1C(c2cccs2)=[N+]([O-])C(C)(C(=O)c2ccc(F)cc2)N1O (stereo not given),x,2,x,1
CCOC(=O)c1c(-n2c(C)cc(/C=C3/C(=O)NC(=O)N(CC)C3=O)c2C)sc2c1CCCC2,x,1,x,2
O=C(Nc1cccc(Cl)c1)c1c(O)c2c(n(Cc3ccco3)c1=O)CCCC2,-1,x,3,x

# Ordered by SMILES length (highest first): part of the list above.
SMILES,Runt-SMMHC FRET,Wee1 stabilizer,Runt-CBFb FRET,Hck-Nef inh
CCOC(=O)c1c(-n2c(C)cc(/C=C3/C(=O)NC(=O)N(CC)C3=O)c2C)sc2c1CCCC2,x,1,x,2
Cc1cc(/C=C2/C(=O)NC(=O)N(c3ccccc3)C2=O)c(C)n1-c1ccc(F)cc1,x,2,x,25
CC1C(c2cccs2)=[N+]([O-])C(C)(C(=O)c2ccc(F)cc2)N1O (stereo not given),x,2,x,1

# Only part of the results is shown, so the mix of outcomes need not match the whole.
